Compound activity deposited in PubChem by several laboratories.
NR5A2 inv ag: LRH-1 (NR5A2) inverse agonists, primary screen, cell-based, luminescence, HEK293T, StAR-luciferase reporter; hit rate 0.13% among 360,000; inhibition, % at 3.6 µM; AID 602396, 2012; LRH-1 transfected, 24 h; Nuclear receptor subfamily 5 group A member 2 (Homo sapiens), O00482;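 active means inhibition above the mean inhibition of all tested compounds plus 3 SD, cut at about 73% in these data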;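 further: 0% = DMSO wells and 100% = reporter-only cells lacking LRH-1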
TLR9-MyD88 inh: inhibitors of TLR9-MyD88 association in cells, primary screen, cell-based, CHO, BLA complementation, fluorescence; Toll-like receptor 9 (Homo sapiens) + Myeloid differentiation primary response protein …; CCF4 FRET ratio; inhibition, % at 4.98 µM; hit rate 0.21% among 340,000;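 active means inhibition above the mean over all tested compounds plus 3 SD, cut at about 21% in these data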;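 further: 0% = DMSO only wells and 100% = clavulanate BLA inhibitor control wells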
C8 TRAIL sens: viability loss with TRAIL in NB7+C8 cells, primary screen, TRAIL sensitizer project, cell-based, ATPlite luminescence. AID 624354, 2012. inhibition (viability loss, TRAIL sensitization), % at 10 µM. hit rate 1% among 360,000;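 active means compounds causing at least 50% loss of cell viability in the single-dose screen, relative to plate controls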
TROY NFkB inh: inhibitors of TROY-driven NF-kB signaling, primary screen, Q293 LMP1-TROYcd cells, NF-kB luciferase, uHTS. Q293 LMP1-TROYcd NF-kB luciferase reporter, 4 h. inhibition, % at 10 µM. hit rate 0.98% among 360,000. AID 1347056, 2019;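 active means compounds whose plate-normalised and pattern-corrected inhibition of the luciferase reporter signal at the single screening dose is 50% or more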
NR2F2 inh: NR2F2 transcriptional activity inhibitors, primary screen, cell-based, luciferase reporter, HEK293T, luminescence; COUP transcription factor 2 (Homo sapiens), P24468; HEK293T NGFI-A luciferase reporter; inhibition, % at 8.6 µM; hit rate 0.7% among 370,000;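 active means inhibition above a per-plate cutoff, mean inhibition of test wells between control levels plus 3 SD, cut at about 38% in these data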;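 further: cells cotransfected with COUP-TFII expression vector driving the NGFI-A reporter; 0% = median of COUP-TF2 test wells and 100% = reporter-only cells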
Vif imaging: HIV Vif self-association inhibitors, primary screen, imaging, HEK293T, single point. inhibition, % at 7.49 µM. hit rate 0.35% among 340,000. HEK293T cells, Vif self-association by quenched fluorescence, 24 h; in the data active means inhibition above about 50%, passing the limit was not always enough; further: some results filed as inactive read as strong as hits
EBV LMP1 NFkB: EBV LMP1-driven NF-kappaB luciferase reporter inhibitors, primary screen, cell-based, luminescence, single point. LMP1-induced NF-kappaB luciferase reporter cells. inhibition, % at 12.5 µM. hit rate 0.69% among 350,000. AID 504558, 2011; in the data active means inhibition above about 41%;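 further: 0% = neutral control wells and 100% = reference inhibitor control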
SRC1 inh: SRC1 coactivator transcriptional activity inhibitors, primary screen, cell-based, luminescence. inhibition, % at 3.6 µM. Nuclear receptor coactivator 1 (Homo sapiens), Q15788. hit rate 0.12% among 360,000. HEK293 GAL4-SRC1 luciferase reporter. AID 588354, 2011;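 active means inhibition above the campaign mean plus 3 SD, with each screening campaign given its own cutoff, cut at about 60% in these data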;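 further: 0% = DMSO treated cells and 100% = gossypol at 36 µM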
NOD2 RIPK2 PPI: NOD2-RIPK2 binding disruptors in cells, primary screen, fluorescence, CHO cells, BLA complementation | Receptor-interacting serine/threonine-protein kinase 2 (Homo sapiens), O43353 | CCF4 ratio | inhibition, % at 4.98 µM | hit rate 0.38% among 360,000; in the data active means inhibition above about 21%;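 further: 0% = vehicle only and 100% = reference blocker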
SRC3 inh: SRC3 coactivator transcriptional activity inhibitors, primary screen, cell-based, luminescence. Nuclear receptor coactivator 3 (Homo sapiens), Q9Y6Q9. HEK293 GAL4-SRC3 luciferase reporter. inhibition, % at 3.6 µM. hit rate 0.17% among 360,000;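 active means inhibition above a per-campaign cutoff, the mean of all compounds plus 3 SD, cut at about 60% in these data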;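 further: 0% = DMSO-treated cells and 100% = gossypol-treated cells at 36 µM; higher means less SRC3-driven luciferase light from the GAL4 reporter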
SRC2 inh: inhibition of GAL4-SRC2 driven luciferase reporter, primary screen, SRC2 inhibitor project, cell-based, luminescence; Nuclear receptor coactivator 2 (Homo sapiens), Q15596; HEK293 GAL4-SRC2 luciferase reporter; inhibition, % at 9 µM; hit rate 0.17% among 370,000; AID 651957, 2012;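 active means inhibition above the mean inhibition of all tested compounds plus 3 SD, set per campaign, cut at about 52% in these data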;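 further: 0% = DMSO treated cells and 100% = cells given Gossypol at 36 µM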
Target sequence (Q15596 whole entry, looked up, the tested form may be a part): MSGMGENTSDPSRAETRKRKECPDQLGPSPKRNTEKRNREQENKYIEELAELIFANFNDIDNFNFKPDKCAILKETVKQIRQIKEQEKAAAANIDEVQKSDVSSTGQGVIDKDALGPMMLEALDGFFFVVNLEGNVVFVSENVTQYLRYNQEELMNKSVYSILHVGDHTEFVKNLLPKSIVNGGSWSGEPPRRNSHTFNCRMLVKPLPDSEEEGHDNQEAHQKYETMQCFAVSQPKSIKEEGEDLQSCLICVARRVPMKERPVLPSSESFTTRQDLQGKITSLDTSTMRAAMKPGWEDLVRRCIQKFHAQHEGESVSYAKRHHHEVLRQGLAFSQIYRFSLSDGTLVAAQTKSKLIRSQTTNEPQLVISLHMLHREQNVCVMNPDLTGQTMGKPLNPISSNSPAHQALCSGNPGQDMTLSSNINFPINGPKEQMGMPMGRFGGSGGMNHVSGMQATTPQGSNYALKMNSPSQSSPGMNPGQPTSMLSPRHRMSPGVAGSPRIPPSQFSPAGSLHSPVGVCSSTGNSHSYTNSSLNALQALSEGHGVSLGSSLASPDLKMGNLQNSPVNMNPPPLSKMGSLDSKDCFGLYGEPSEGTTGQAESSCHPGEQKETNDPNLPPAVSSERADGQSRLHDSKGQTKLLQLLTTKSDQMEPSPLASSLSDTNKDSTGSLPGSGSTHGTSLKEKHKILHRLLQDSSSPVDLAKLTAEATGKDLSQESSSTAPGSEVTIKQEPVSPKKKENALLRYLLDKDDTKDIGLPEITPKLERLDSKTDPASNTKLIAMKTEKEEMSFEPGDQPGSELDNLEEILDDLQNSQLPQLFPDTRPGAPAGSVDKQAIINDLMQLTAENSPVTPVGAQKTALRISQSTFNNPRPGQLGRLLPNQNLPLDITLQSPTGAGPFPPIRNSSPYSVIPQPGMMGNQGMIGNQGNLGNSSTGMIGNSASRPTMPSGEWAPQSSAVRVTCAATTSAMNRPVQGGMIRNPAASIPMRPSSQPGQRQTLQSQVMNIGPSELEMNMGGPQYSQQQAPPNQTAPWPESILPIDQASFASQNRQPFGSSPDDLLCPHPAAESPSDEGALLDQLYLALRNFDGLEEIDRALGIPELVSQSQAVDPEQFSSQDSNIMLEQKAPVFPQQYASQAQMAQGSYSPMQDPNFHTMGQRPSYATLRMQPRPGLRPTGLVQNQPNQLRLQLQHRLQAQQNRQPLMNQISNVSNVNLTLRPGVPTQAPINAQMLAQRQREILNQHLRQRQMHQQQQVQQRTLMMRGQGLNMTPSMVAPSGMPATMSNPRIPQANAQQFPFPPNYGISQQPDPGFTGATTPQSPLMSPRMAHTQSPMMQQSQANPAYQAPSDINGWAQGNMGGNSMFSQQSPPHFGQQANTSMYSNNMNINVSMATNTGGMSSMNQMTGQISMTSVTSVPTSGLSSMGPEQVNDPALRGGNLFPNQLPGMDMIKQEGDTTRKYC
* = called active by the depositor; nt = no result given; & = joins results of further samples. This is a subset; the hit share may differ from the screen's.

SMILES	NR5A2 inv ag	TLR9-MyD88 inh	C8 TRAIL sens	TROY NFkB inh	NR2F2 inh	Vif imaging	EBV LMP1 NFkB	SRC1 inh	NOD2 RIPK2 PPI	SRC3 inh	SRC2 inh
COc1cccc(CN2CCNC(=O)C2CC(=O)O)c1OC (centres undefined)	7	-1	-4	-6	-33	-1	-7	6	-9	16	-4
COC(=O)c1ccc(Oc2nc(C)cc(Oc3ccccc3)n2)cc1	-11	2	4	nt	-14	-6	-8	5	-2	4	3
C=CCNC(=O)CSc1nnc(-c2cccs2)o1	14	5	-31	-11	14	-2	5	4	-2	24	-20
CCNC(=O)N1C(=O)C2(OCCO2)c2cc(Br)ccc21	10	-3	-27	0	-2	1	-4	-18	9	-3	-24
COc1ccc(C(=O)NC2=NCCS2)c(OC)c1	-110	3	37	-47	-31	6	14	-114	-3	-104	-44
CCc1cc(=O)oc2cc(C)cc(OCC(=O)NCCN3CCOCC3)c12	10	-5	6	-11	3	4	-9	-1	1	7	4
COc1ccc(C(O)c2nc(-c3ccc(N(C)C)cc3)cs2)cc1 (centres undefined)	-32	nt	11	-15	2	-15	nt	-15	3	-19	-11
COCCN(C(=O)c1oc2ccccc2c1COC)c1c(N)n(CC(C)C)c(=O)[nH]c1=O	-6	5	-2	-17	3	1	-1	-3	4	-22	4
C=CC[C@H](CC(=O)N(CCO)Cc1ccccc1)C(=O)N[C@H](COC(=O)[C@@H](CC=C)Cc1ccc(F)cc1)Cc1ccccc1	6	0	1	32	-5	-3	-2	-5	-7	1	-3
CC1=CC(C)C(/C=N/n2cnnc2)C(C)C1 (centres undefined)	-10	-4	-1	14	-6	5	-2	8	13	3	-11
COc1ccccc1/C=C/C(=C1/C(=O)N(c2ccccc2)N=C1C)c1ccc(C)cc1	-16	-5	-1	-8	6	16	-6	-15	-17	2	14
Cc1cccc(C)c1NC(=O)c1ccc(-n2cncn2)nc1	0	0	2	4	8	nt	2	-3	-5	-10	3
CCCC(=O)Nc1nnc(C2CCCO2)s1 (centres undefined)	-9	-4	-18	-12	-7	2	1	-6	7	-5	12
CN(Cc1ccccc1)C(=O)c1ccc(NC(=O)Cc2cccc(NC(=O)C3CCN(C(=O)C4CCC4)CC3)c2)cc1	-25	0	-11	8	13	nt	5	-15	-5	-14	-25
COc1ccccc1N(CC(=O)Nc1c(C)n(C)n(-c2ccccc2)c1=O)S(=O)(=O)c1ccc(C)cc1	-5	17	1	7	0	1	7	6	-5	5	-1
CCCCNC(=O)C1c2ccccc2OCC(=O)N1CCc1c[nH]c2ccccc12 (centres undefined)	28	nt	4	2	4	nt	nt	nt	-4	nt	19
CC(C)(CC(=O)O)Cc1nc(-c2ccc(Cl)cc2)no1	-71	-1	5	-56	-11	-3	-6	-6	1	-33	25
Cn1cccc1/C=N/N1CCN(Cc2ccccc2Cl)CC1	-14	-3	-7	-16	5	0	5	-47	-16	1	0
Cc1ccccc1OCC(=O)NNC(=O)CN1C(=O)c2ccccc2C1=O	-4	0	7	-13	-11	-3	0	10	-1	8	1
Cc1ccc(S(=O)(=O)N2CCN(C(=O)[C@H](Cc3ccccc3)NC(=O)c3ccco3)CC2)cc1C	4	3	-13	10	-32	2	-5	-24	-8	4	-11
CC(Oc1cccc(F)c1)C(=O)Nc1ccc(N2CCOCC2)cc1 (centres undefined)	11	-19	-5	-21	-5	-3	-2	-6	-7	16	-6
O=C(O)CCNS(=O)(=O)c1ccc(Oc2ccccc2Cl)cc1	9	0	0	6	1	-2	0	2	-6	8	6
C(=N\N=C\c1ccccc1)/c1ccccc1	5	-4	-7	-67	-6	13	-6	-20	-2	-26	-63
CC(=O)Nc1ccc(NC(=O)c2csc([C@@H]3C[C@H](O)[C@@H](CO)O3)n2)cc1	11	nt	-2	-7	-5	-5	nt	-1	-22	-8	-14

A draw from above in order of heavy-atom count, lowest first:
SMILES	NR5A2 inv ag	TLR9-MyD88 inh	C8 TRAIL sens	TROY NFkB inh	NR2F2 inh	Vif imaging	EBV LMP1 NFkB	SRC1 inh	NOD2 RIPK2 PPI	SRC3 inh	SRC2 inh
CC(C)(CC(=O)O)Cc1nc(-c2ccc(Cl)cc2)no1	-71	-1	5	-56	-11	-3	-6	-6	1	-33	25
Cc1cccc(C)c1NC(=O)c1ccc(-n2cncn2)nc1	0	0	2	4	8	nt	2	-3	-5	-10	3
COc1ccc(C(O)c2nc(-c3ccc(N(C)C)cc3)cs2)cc1 (centres undefined)	-32	nt	11	-15	2	-15	nt	-15	3	-19	-11

Further entries follow:
SMILES	NR5A2 inv ag	TLR9-MyD88 inh	C8 TRAIL sens	TROY NFkB inh	NR2F2 inh	Vif imaging	EBV LMP1 NFkB	SRC1 inh	NOD2 RIPK2 PPI	SRC3 inh	SRC2 inh
COC(=O)/C(N=Nc1c(C)n(C)n(-c2ccccc2)c1=O)=C(\C)O	-8	-6	1	-12	16	1	-10	-10	5	2	25
COC(=O)C1C(O)=CC(=O)CC1C (centres undefined)	2	2	-21	-7	16	-11	-3	-22	6	-3	-3
CCOC(=O)NC1(Nc2ccc(C)cc2)Oc2ccccc2O1	-6	4	12	-4	-22	-6	0	-23	-2	0	-3
Cc1ccc2nc(-c3ccccc3)cn2c1	11	4	90*	85*	53*	1	72*	28	-7	36	67*
O=C(CSc1nnnn1CCCO)Nc1ccc2c(c1)OCO2	-4	4	-1	14	5	-3	4	-37	-5	8	3
CC1CCN(C(=O)c2ccc(Br)c(S(=O)(=O)N3CCOCC3)c2)CC1	8	-6	2	2	-4	-5	-6	-7	-5	-1	-13
O=C(Oc1c(-c2ccccc2)oc2ccccc2c1=O)c1ccccc1	9	6	11	-20	5	-15	0	-11	3	13	-30
CCN(CC)C(=O)c1cn(C)c(=O)c2cc(OC)c(OC)cc12	-1	9	-3	-22	-16	6	15	-12	3	8	8
CCc1noc(C)c1C(=O)Nc1nnc(CC(C)C)s1	13	5	-6	-11	-10	0	-1	2	1	11	-23
O=C(Cc1ccc(Cl)c(Cl)c1)Nc1cccnc1	-26	-1	17	5	-8	-6	2	10	-8	4	5
COc1ccccc1Cn1c(=S)[nH]c2cc(C(=O)N3CCCC(C)C3)ccc2c1=O (centres undefined)	-6	-2	-2	23	15	-1	8	-7	-9	-26	-20
CC(C)(C)n1nnnc1C(c1ccccc1)N1CCN(c2ncccc2C(F)(F)F)CC1 (centres undefined)	7&19	nt	2&18	-1&5	-13&14	nt	nt	nt	9&-9	nt	-12&-5

Molecules above with an aryl thioether with sulfur outside any ring (two):
SMILES	NR5A2 inv ag	TLR9-MyD88 inh	C8 TRAIL sens	TROY NFkB inh	NR2F2 inh	Vif imaging	EBV LMP1 NFkB	SRC1 inh	NOD2 RIPK2 PPI	SRC3 inh	SRC2 inh
C=CCNC(=O)CSc1nnc(-c2cccs2)o1	14	5	-31	-11	14	-2	5	4	-2	24	-20
O=C(CSc1nnnn1CCCO)Nc1ccc2c(c1)OCO2	-4	4	-1	14	5	-3	4	-37	-5	8	3

More entries.
SMILES	NR5A2 inv ag	TLR9-MyD88 inh	C8 TRAIL sens	TROY NFkB inh	NR2F2 inh	Vif imaging	EBV LMP1 NFkB	SRC1 inh	NOD2 RIPK2 PPI	SRC3 inh	SRC2 inh
Cc1ccccc1C(=O)Nc1ccc(S(=O)(=O)Nc2onc(C)c2C)cc1	7	-5	-30	5	-16	1	6	16	-2	-8	29
COC(=O)c1ccc(OCCOc2ccc(C(=O)OC)cc2)cc1	0	2	-6	-2	4	36	2	-3	1	1	8
COc1cc(OC)c(C2N(c3ccccn3)C(=O)C3CCCN32)cc1OC (centres undefined)	-4	5	-8	3	15	17	-10	12	-3	7	1
CCOC(=O)c1cccc(NC(=O)CNS(=O)(=O)c2cccs2)c1	0	-5	-13	2	13	1	-10	-6	5	-1	-9
Cc1ccc2c(c1)[C@H]1[C@H](CO2)[C@H](c2ccccc2)[C@]2(C)C(=O)Nc3cc(F)ccc3C(=O)N12	23	-2	28	18	-5	-4	17	7	-5	-3	-12
Cc1cc(C)c(S(=O)(=O)Nc2ccc(-c3cn4ccccc4n3)cc2)c(C)c1	-29	0	5	12	12	nt	-1	-14	6	-28	-14
CC(C)(C)Cc1c(C2CCCCC2)nc2ccc(Cl)cn12	-7	nt	-3	22	2	nt	nt	4	3	22	-18
COc1ccc(-c2nc3c([nH]2)c(=O)n(C)c(=O)n3C)c(OC)c1	42	0	6	6	9	nt	-3	7	-2	19	-8
O=C(Nc1nonc1-c1ccc(Cl)cc1)c1ccco1	5	2	-2	-7	15	11	5	0	-1	2	1
Cc1ccc(S(=O)(=O)N(C)C[C@@H]2OCCCC[C@H](C)Oc3ccc(NC(=O)Nc4ccc(F)cc4)cc3C(=O)N([C@H](C)CO)C[C@H]2C)cc1	5	-5	-1	16	17	-8	-6	-2	-3	13	-23
Nc1c2c(nn1-c1ccc(C(=O)O)cc1)CNC2	-12	-3	33	13	-6	10	-6	3	-9	-6	-7
